B2AR arrestin: beta2AR (human) beta-arrestin recruitment activity; hit rate 0.02% among 330,000; Potency, µM (doses to about 46.1 µM), for the others: at the highest dose activation, most hits filed as activators; P07550; beta-arrestin recruitment to beta2AR, cell-based reporter; AID 492947;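 note: potency is the fitted concentration of half-maximal effect; 0% = DMSO controls and full agonism = EC100 isoproterenol or metaproterenol; nearly all actives have a fitted effect of over 65% in size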
TCR act: T cell receptor activation; primary human leukocytes, anti-CD3, IL-2 HTRF, 48 h; Potency, µM (doses to about 9.22 µM), for the others: at the highest dose activation of IL-2 secretion, hits mostly activators; 330,000 tested, under 10 active; note: % of control where 0% means no effect
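IL-2 produced over 48 hr by a-CD3 bead-stimulated primary human leukocytes exposed to compounds was detected with a homogeneous time-resolved FRET immunoassay, 665nm acceptor signal after 320nm excitation.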
BCR signal inh: blocks chronic active B-cell receptor signaling. AID 493014. ABC-DLBCL IkBa-CBG/CBR reporter, luminescence ratio, 4 h. hit rate 0.05% among 340,000. Potency, µM (titrated, usually from 46.1 µM), inactives show at the top dose ratio change, negative = lower green/red ratio, actives largely listed as inhibitors; active = well fitted inhibition curve with a large enough effect in the signal ratio, with a control signal flat, not every such curve was filed as active; inconclusive = small, poorly fitted or top-dose-only effect, or effect the other way, or a change in a side signal; the % refers to the signal ratio;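 note: potency is the fitted concentration of half-maximal effect; plate controls were basal doxycycline-induced cells for no effect and cells given 10 µM MG132 for full effect; MG132 reads +100%, hits lower the ratio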
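Cell line TMD8 (human ABC DLBCL), stably expressing tet-inducible CBG68-IkBa fusion and CBR; IMDM/0.5% FBS; cpd up to 46 uM; dox induction, 4 h, 37C/5% CO2; dual luminescence; green/red ratio; MG132 control.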
USP2a block: USP2a (human) protease inhibition. hit rate 0.01% among 330,000. USP2 core, Ub-CHOP2 coupled fluorogenic reporter, 485/531. Potency, µM (top dose mostly 38.3 µM), without a hit: at the highest dose activity change, negative = inhibition, most hits filed as inhibitors. AID 463254;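 note: potency is the fitted concentration of half-maximal effect; plate controls were DMSO wells for no effect and full inhibition by NEM control for full effect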
Target sequence (O75604 whole entry, looked up): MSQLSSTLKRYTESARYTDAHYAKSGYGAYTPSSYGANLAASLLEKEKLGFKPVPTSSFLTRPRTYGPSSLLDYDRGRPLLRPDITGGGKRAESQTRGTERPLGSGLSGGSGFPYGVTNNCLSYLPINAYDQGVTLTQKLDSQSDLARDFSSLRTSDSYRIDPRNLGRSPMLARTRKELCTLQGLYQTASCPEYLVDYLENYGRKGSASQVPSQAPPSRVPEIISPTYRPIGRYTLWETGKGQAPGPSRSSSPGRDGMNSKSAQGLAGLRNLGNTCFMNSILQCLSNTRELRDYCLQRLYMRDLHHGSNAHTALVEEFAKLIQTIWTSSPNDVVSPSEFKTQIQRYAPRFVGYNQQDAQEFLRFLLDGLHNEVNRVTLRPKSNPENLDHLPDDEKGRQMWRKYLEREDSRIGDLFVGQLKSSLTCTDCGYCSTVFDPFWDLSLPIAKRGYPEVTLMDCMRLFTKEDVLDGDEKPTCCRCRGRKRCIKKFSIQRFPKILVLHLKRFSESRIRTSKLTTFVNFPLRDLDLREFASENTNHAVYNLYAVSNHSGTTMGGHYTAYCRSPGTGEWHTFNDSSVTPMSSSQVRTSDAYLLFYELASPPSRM
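Deubiquitinase activity read as fluorescence (485/531 nm) after Ub-CHOP2 cleavage activates the enterokinase reporter on its substrate; USP2 core 10nM, Ub-CHOP2 and substrate 25nM each, 30min compound preincubation then 60min RT; data normalized to NEM, curves fitted.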
Tb PFK inh: inhibitors of T. brucei phosphofructokinase; O15648; T. brucei PFK, ADP-Glo luminescence; Potency, µM (series often up to 57.5 µM), inactives show at the top dose activity, negative = inhibition, usual class: inhibitors; hit rate 0.17% among 330,000; AID 485367;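 note: potency is the fitted concentration of half-maximal effect; 0% = uninhibited 1x PFK enzyme wells and -100% = no-enzyme wells; nearly all actives have a fitted effect of over 60% in size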
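PFK 1.25 nM, F6P 0.5 mM, ATP 0.1 mM, 0.1 M TEA pH 8.0, 5 mM MgCl2, 0.01% Tween20, 0.1% BSA; 45 min RT. ADP-Glo readout. qHTS titration up to 57 uM; curves fitted, compounds curve-classed.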
Mito fusion act: inhibitors of mitochondrial division or activators of mitochondrial fusion | S. cerevisiae fusion-defective mutant growth rescue, CellTiterGlo 48 h | Potency, µM (highest dose often 46.1 µM), for the others: at the top dose growth rescue (activation), usual class: activators | hit rate 0.23% among 320,000 | AID 485298;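 note: potency is the fitted concentration of half-maximal effect; % of control where 0% means no effect; nearly all actives have a fitted effect of over 45% in size; temperature-sensitive fusion mutants such as fzo1-1 at 37 °C on non-fermentable ethanol glycerol medium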
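S. cerevisiae fusion-defective temperature-sensitive mutants (e.g. fzo1-1, mgm1-5) grown 48 h at 37C in YPEG (ethanol/glycerol non-fermentable) medium with 23 nl compound per well; growth rescue read as CellTiterGlo luminescence.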
uPA generation: blocks generation of uPA at the cell surface; cell surface uPA generation assay, qHTS; Potency, µM (top dose mostly 38.3 µM), inactives show top-dose activity change, negative = inhibition, hits mostly inhibitors; hit rate 0.31% among 330,000; AID 540303; active = well fitted inhibition curve with a large enough effect; inconclusive = small, poorly fitted or top-dose-only effect; inactive = no such curve, though single readings can be large or run the other way; tested in mouse RAW 264.7 cells; note: potency is the fitted concentration of half-maximal effect; % is set by controls: 0 for no effect and ±100 for the full control effect; nearly all actives have a fitted effect of over 55% in size
PTAP TSG101 blk: blocks PTAP/TSG101 interaction to inhibit HIV-1 budding; Q99816; Fluorescence polarization, FITC-PTAP peptide / Tsg101 binding; Potency, µM (titrated, usually from 115 µM), without a hit: at the highest dose activity change, negative = inhibition, hits mostly inhibitors; 340,000 tested, under 10 active; active = well fitted inhibition curve with a large enough effect in the main read-out, with a control signal flat, not every such curve was filed as active; inconclusive = small, poorly fitted or top-dose-only effect, or effect the other way, or a change in a side signal; inactive = no such curve, though single readings can be large or run the other way; note: potency is the fitted concentration of half-maximal effect; % of control where 0% means no effect
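Tsg101 binding domain (10 uM final) was mixed with compound and a FITC-labeled PTAP peptide (50 nM final) in HEPES pH 7.5 buffer with NaCl, Tween 20, EDTA and TCEP; fluorescence polarization was read after 20 min at r.t.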
TSHR antagonist: human thyrotropin receptor antagonism; P16473; TSHR-expressing cells, TSH-stimulated cAMP HTRF, 2 h; active compounds read low; activity change, negative = inhibition, % at 11.5 µM; hit rate 0.2% among 330,000;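 active = activity change below a set negative limit, meaning inhibition stronger than a set level, cut at about -70% in these data; inconclusive = activity change between two set negative limits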; note: % is set by controls: 0 for no effect and ±100 for the full control effect
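TSHR-expressing cells were treated with compounds, then stimulated with TSH at EC80 (4nM final) for 2 hours at 37 deg C. Cellular cAMP was measured by HTRF competition between lysate cAMP and cAMP-d2 for a cryptate-labelled anti-cAMP antibody.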
ELG1 DNA repair: ELG1-dependent DNA repair inhibition | HEK293T ELG1-luciferase reporter, luminescence, 16 h; DNA damage induced by 5-fluorouridine | Potency, µM (titrated, usually from 46.1 µM), for the others: at the highest dose activity change, negative = inhibition, most hits filed as inhibitors | hit rate 2.3% among 330,000 | AID 504467; note: potency is the fitted concentration of half-maximal effect; % is set by controls: 0 for no effect and ±100 for the full control effect; nearly all actives have a fitted effect of over 55% in size
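Luminescence from the luciferase reporter, measured 30 min after ONE-Glo reagent at room temperature, was the read-out. Beforehand, 2,000 cells per well were exposed for 16 hr at 37 °C to 5-fluorouridine together with compound or vehicle.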
Eya2 inh: inhibitors of human Eya2 phosphatase activity; O00167; recombinant Eya2, OMFP fluorescence dephosphorylation (OMFP is methylfluorescein phosphate); Potency, µM (highest dose often 76.9 µM), for inactives: top-dose activity, negative = inhibition, usual class: inhibitors; hit rate 0.006% among 330,000; AID 488837; note: potency is the fitted concentration of half-maximal effect; % is set by controls: 0 for no effect and ±100 for the full control effect
Target sequence (O00167 whole entry, looked up): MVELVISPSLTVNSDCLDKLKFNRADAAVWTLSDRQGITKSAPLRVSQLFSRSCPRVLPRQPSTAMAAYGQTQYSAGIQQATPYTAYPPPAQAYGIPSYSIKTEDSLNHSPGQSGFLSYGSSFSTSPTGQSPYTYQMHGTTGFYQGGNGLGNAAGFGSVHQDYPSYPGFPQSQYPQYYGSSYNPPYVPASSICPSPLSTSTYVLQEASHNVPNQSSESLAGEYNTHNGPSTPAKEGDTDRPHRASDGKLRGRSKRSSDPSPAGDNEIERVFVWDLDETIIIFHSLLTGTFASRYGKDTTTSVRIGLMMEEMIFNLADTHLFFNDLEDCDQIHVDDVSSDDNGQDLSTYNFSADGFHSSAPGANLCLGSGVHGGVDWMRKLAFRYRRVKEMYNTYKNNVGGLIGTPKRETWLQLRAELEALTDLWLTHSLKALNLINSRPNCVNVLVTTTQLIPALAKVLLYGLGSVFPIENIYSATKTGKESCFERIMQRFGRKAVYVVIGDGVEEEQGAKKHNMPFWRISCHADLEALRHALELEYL
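Eya2 protein (added as 0.2 uM solution) was preincubated with compound for 10 min at ambient temperature in 50 mM HEPES pH 7.5, 50 mM NaCl, 5 uM MgCl2, 0.05% BSA, 1 mM DTT. OMFP (added at 50 uM) then reacted 10 min; fluorescence read at 485/525 nm.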
Starred values were filed as active, the others as inactive; ? = inconclusive; · = not tested or not shown; [ ] = remark or other dose. Unless noted, calls come from the whole dose curve; as a rule, active = well fitted curve in the direction sought with a large enough effect; inconclusive = small, poorly fitted or top-dose-only effect, or another doubt; inactive = no such curve, though single readings can be large; an effect the other way counts as inactive or inconclusive.

SMILES	B2AR arrestin	TCR act	BCR signal inh	USP2a block	Tb PFK inh	Mito fusion act	uPA generation	PTAP TSG101 blk	TSHR antagonist	ELG1 DNA repair	Eya2 inh
CN(C(=O)COC(=O)c1cc(=O)[nH]c2ccccc12)c1ccccc1	-0.1%	1.0%	?	0.9%	-2.2%	·	0.8%	-0.9%	-3.9	25.5%	-33.4%
C[C@H](NC(=O)c1ccco1)C(=O)N1CCN(c2ccc(C(F)(F)F)cn2)CC1	0.0%	1.8%	2.8%	6.9%	-2.9%	·	9.0%	-2.9%	·	-4.3%	-3.3%
COc1ccc(C2(C)NC(=O)N(CC(=O)N(c3ccccc3)C3CCS(=O)(=O)C3)C2=O)cc1 (configuration not stated)	-0.4%	2.8%	4.4%	4.0%	-3.7%	·	0.9%	-4.5%	-2.9	?	8.6%
COc1ccc(CCNC(=O)CSc2nnc(CNc3ccc(Cl)cc3)o2)cc1OC	-0.2%	0.1%[46.1 µM]	-18.1%	2.5%	?	-0.2%	-2.4%	-3.0%	14.4	?	2.8%
CCOC(=O)N1CCN(C(=O)CSc2nnc(-c3ccc(C)c(C)c3)o2)CC1	-0.1%	-4.3%	0.2%	1.4%	-8.1%	-6.4%	3.6%	1.4%	0.8	?	0.3%
COC(=O)c1cc(NC(=O)C2C3C=CC(C3)C2C(=O)O)cc(C(=O)OC)c1 (configuration not stated)	-0.9%	·	-0.3%	-0.3%	3.0%	-0.9%	0.8%	·	3.6	8.0%	8.5%
O=C(NCc1ccc2c(c1)OCO2)c1ccc(N2CCCC2=O)cc1	-0.1%	2.9%	-17.6%	4.4%	2.1%	-1.7%	-1.0%	2.6%	0.8	?	10.0%
CCOC(=O)c1nc(N/N=C/c2ccccc2)sc1Br	0.6%	4.9%	?	0.0%	1.6%	4.7%	4.0%	-9.5%	-8.7	24.0%	3.4%
CCOc1ccccc1NC(=O)CSc1ccccc1	-0.2%	-397.2%	3.0%	-1.1%	-3.2%	0.3%	-1.3%	-7.7%	0.5	-1.7%	-0.3%
CCOC(=O)c1cc2sccc2n1CC(=O)Nc1ccc(OC)cc1OC	-0.3%	-6.5%	3.2%	-0.6%	-9.5%	-1.5%	-12.0%	-3.2%	-2.3	-13.8%	-18.8%
Cc1ccc(CNCC(=O)Nc2ccc(C)cc2Br)cc1	0.1%	1.8%	-12.3%	2.6%	-1.2%	-4.8%	-3.4%	0.5%	11.1	?	17.6%
COc1ccc(C)cc1NC(=O)CN1CCN(S(=O)(=O)c2ccc3ccccc3c2)CC1	0.0%	-2.8%	?	2.6%	-13.5%	20.4%	5.3%	-2.7%	-20.9	-9.0%	-17.5%
CN(C)CC/C=C1\c2ccccc2CSc2ccccc21	0.2%	-1.1%	?	0.9%	-9.1%	-8.4%	0.4%	-2.5%	0.1	1.1%	3.3%
CN(C)S(=O)(=O)c1ccc(NC(=O)CN2C(=O)NC3(CCCC3)C2=O)cc1	0.4%	-2.6%	·	0.2%	1.6%	10.0%	1.4%	-2.0%	-2.1	-7.2%	-2.8%
Cc1cc(Cl)c(S(=O)(=O)Nc2ccc3c(c2)OCCO3)cc1OCC(=O)NC1CCCCC1	0.4%	-12.3%	?	-1.2%	-2.0%	1.5%	-5.4%	-1.4%	-11.4	-12.7%	-9.5%
CC(C)(O)C#Cc1ncc(C(F)(F)F)cc1Cl	-0.9%	·	8.5%	0.9%	0.3%	0.3%	-2.6%	-2.3%	1.8	7.4%	-2.8%
O=[N+]([O-])c1ccc(Cl)c(/C=N/n2c(COc3ccccc3)n[nH]c2=S)c1	5.3%	-1.8%	-10.9%	1.3%	0.0%	0.3%	?	-15.5%	-10.4	-15.4%	-1.4%
O=C(CCN1CCN(c2ccccn2)CC1)Nc1ccc(F)cc1	-1.0%	2.0%	-5.5%	2.2%	-6.0%[0.46 µM]	-1.3%	8.1%	-5.1%	0.9	-9.5%	-8.9%
CCc1ccc(OCC(=O)Nc2ccc3[nH]ncc3c2)cc1	0.2%	-4.3%	-9.7%	2.0%	-1.7%	1.4%	2.3%	-7.0%	13.6	-22.9%	13.4%
O=S(=O)(NNC(=S)NCC1CCCO1)c1cc(Cl)ccc1Cl (configuration not stated)	-0.4%	0.4%	3.9%	0.8%	-2.6%	0.7%	2.9%	-2.8%	-8.2	-1.8%	-8.0%
Cc1oc(-c2ccccc2Cl)nc1CSCC(=O)NC1CC1	0.1%	-0.7%	1.6%	1.9%	0.3%	1.3%	·	-14.2%	10.7	22.6%	12.4%
CCn1ncc([N+](=O)[O-])c1C(=O)Nc1c(C)nn(Cc2ccc(F)cc2)c1C	0.2%	1.0%	-1.6%	5.8%	-7.8%	-0.3%	5.3%	-5.7%	-0.2	-12.3%	-4.9%
CC(=O)CCc1oc2ccccc2c1-c1ccccc1	-0.2%	8.5%	-0.6%	8.4%	2.0%	19.8%	0.6%	-1.3%	-2.8	5.0%	-20.7%
CC(C)C(NC(=O)c1ccccc1)C(=O)OCC(=O)N1CCN(c2ccccc2)CC1 (configuration not stated)	0.0%	1.5%	0.3%	1.5%	0.0%	-5.0%	-17.6%	-4.0%	13.1	7.7%	7.1%
CCOc1ccc2nc(COC(=O)c3ccco3)c(C(C)=O)[n+]([O-])c2c1	-3.4%	-5.6%	4.3%	2.4%	-2.6%	-3.5%	4.8%	-7.9%	1.9	3.5%	-4.2%
O=C(Nc1ccccc1)NC(Cc1ccc(O)cc1)C(=O)O (configuration not stated)	0.0%	-1.1%	0.1%	-0.1%	-0.1%	3.9%	0.8%	-7.1%	14.6	17.3%	-2.9%
COc1ccc(OC)c(N(CC(=O)Nc2ccccc2)S(C)(=O)=O)c1	-0.1%	0.8%	-0.3%	-0.2%	-0.7%	0.8%	5.8%	-3.5%	0.9	13.4%	-8.3%
CCc1cccc(NC(=O)C2CCN(S(=O)(=O)c3cccs3)CC2)c1	0.2%	-1.0%	-1.4%	-1.6%	-0.1%	15.0%	3.5%	-4.0%	-6.8	?	7.6%
CCCS(=O)(=O)N1CCN(c2cc3c(cc2[N+](=O)[O-])n(C)c(=O)n3C)CC1	-0.1%	0.8%	-0.8%	3.0%	1.0%	5.6%	-1.1%	-3.1%	-20.9	?	-2.7%
COc1ccc(C(CC(=O)O)NC(=O)c2ccccc2)cc1OC (configuration not stated)	0.0%	-6.5%	-3.6%	0.5%	-3.4%	2.3%	0.1%	1.1%	11.1	7.8%	-4.7%
COc1cccc(NC(=O)CN2CCN(c3ccccc3F)CC2)c1	0.1%	7.5%	-1.9%	2.8%	18.3%	5.6%	3.2%	-1.8%	6.4	7.9%	4.8%
CCOc1ccccc1N(CC(=O)Nc1cccc2ccccc12)S(C)(=O)=O	-0.1%	4.6%	-1.5%	0.7%	-0.3%	0.6%	-2.9%	-2.3%	1.1	15.6%	-1.1%
Cc1cc(NC(=O)COC(=O)[C@@H](NS(=O)(=O)c2ccc(Br)cc2)C(C)C)no1	0.2%	1.0%	-1.8%	-1.3%	-1.1%	5.6%	-2.9%	0.0%	0.3	2.2%	16.3%
CC(C)(C)C(=O)NC(=S)N1CCOCC1	-0.1%	7.1%[46.1 µM]	-1.1%	0.5%	2.9%	-8.2%	9.0%	1.4%	15.7	0.6%	-9.8%
Cn1c(N)c(C(=O)COC(=O)CCCc2nc3ccccc3s2)c(=O)n(C)c1=O	-0.1%	-2.0%	7.3%	1.6%	29.1%	0.4%	2.3%	-3.0%	-4.1	14.5%	4.2%
COc1ccc(-c2csc(N(CCCN(C)C)C(=O)c3cccs3)n2)cc1	0.2%	0.4%	-16.6%	0.4%	2.4%	-23.8%	·	-4.2%	-6.9	-7.0%	-10.2%
C=CCOC(=O)N1CCN(c2cccc(C(F)(F)F)c2)CC1	-0.6%	-1.3%	0.7%	-0.5%	-5.8%	0.5%	11.6%	3.9%	-13.2	-3.6%	-6.3%
COc1ccc(-c2nnc3c4ccccc4c(C)nn23)cc1	-0.5%	-5.1%	-3.5%	4.8%	0.2%	12.3%	·	-5.7%	-3.4	?	-13.4%
CCOCCOC(=O)c1[nH]c2c(c1C)C(=O)CC(c1ccccc1)C2 (configuration not stated)	0.3%	-6.2%	?	-0.6%	-4.1%	7.5%	2.0%	-2.1%	-4.2	-3.2%	-0.4%
Cc1ccn(C)c(=N)c1	-0.6%	-1.9%	0.5%	6.3%	3.6%	-2.6%	2.4%	1.4%	-3.0	-3.3%	5.2%
